aSyn tox rescue: alpha-synuclein toxicity suppression in yeast. 94,000 tested, 0.02% active. S. cerevisiae alpha-synuclein toxicity rescue, BacTiter-Glo growth, 24 h. Potency, µM (highest dose often 46.1 µM), inactives show top-dose growth rescue (activation), usual class: activators; active means well fitted activation curve with a large enough effect; further: 0% is about no effect
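Growth restoration measured by BacTiter-Glo luminescence after 24 hr at 30 deg C; alpha-synuclein yeast, raffinose-pregrown to mid-log, were added at OD600=0.02 in galactose medium onto pinned compounds.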
Starred values were filed as active, the others as inactive; [ ] = dose if it differs, or a comment. Potency means the concentration at half of the fitted maximal effect. A portion of the library; the hit share may differ from the screen's.

smiles	aSyn tox rescue
Cc1ccc(S(=O)(=O)Nc2cccc(C(=O)NCC(c3ccco3)N3CCCC3)c2)cc1F (configuration not stated)	-8%
COc1cccc(NC(=O)c2cnc(SCC(=O)N3CCCc4ccccc43)n(C)c2=O)c1	2%
CCc1ccc(NC(=O)CSc2nnc(Cc3cccn3C)n2-c2ccc(OC)cc2)cc1	7%
CN(C(=O)COC(=O)c1cccs1)c1ccccc1	13%
CCOc1ccc(N2CC(c3nc(-c4cc(OC)c(OC)c(OC)c4)no3)CC2=O)cc1 (configuration not stated)	2%
O=C(CS(=O)(=O)c1ccc(F)cc1)Nc1nnc(-c2cccs2)o1	7%
O=C(Cn1c2ncccc2c(=O)n1-c1ccccc1)Nc1ccc(Cl)cc1C(F)(F)F	-1%
CCN(C(=O)CCS(=O)(=O)c1cc2[nH]c(=O)c(=O)[nH]c2cc1C)c1ccccc1	2%
CC(C)(Oc1ccc(Cl)cc1)C(=O)NCc1n[nH]c(=O)c2ccccc12	-3%
COc1ccc(C(C)C)cc1S(=O)(=O)NCCc1c(C)[nH]c2ccc(C)cc12	13%
CCOc1cc(C2CC(=O)Nc3cc4c(cc32)OCCO4)ccc1O (configuration not stated)	-14%
O=S(=O)(c1ccc(Cl)cc1)c1nc(-c2ccccc2)oc1N1CCN(c2ccccc2)CC1	-4%
COc1cccc(NC(=O)Cn2nnc(C(=O)NCc3ccc4c(c3)OCO4)c2N)c1	-3%
Cc1oc2ccc(O)c(CN3CCCCCC3)c2c1C(=O)Nc1cccc(Cl)c1C	-6%
CC(C)CN(CC(C)C)c1nc(-c2ccc(Cl)cc2)nc2ccccc12	4%
CN(Cc1ccccc1)C(CNS(=O)(=O)c1ccccc1)c1ccccc1 (configuration not stated)	12%
CCC1CN(C(=O)Nc2cc(C)cc(C)c2)c2ccccc2O1 (configuration not stated)	13%
COc1cccc(NC(=O)C(=O)NCC(c2ccc3c(c2)OCO3)N2CCOCC2)c1 (configuration not stated)	-11%
CSc1cccc(NC(=O)C2CC(=O)N(c3ccc4c(c3)OCCO4)C2)c1 (configuration not stated)	-13%
C=CCn1c(COc2ccc(Cl)cc2)nnc1SCC(=O)c1c(N)n(C)c(=O)n(C)c1=O	-4%
CC(=O)c1ccc(NC(=O)c2sc(-n3nc(C)c(CCC(C)C)c3C)nc2C)cc1	-2%
COc1ccc(CNC(=O)c2cc(Nc3ccc(OC)cc3OC)nc3ccccc23)cc1	2%
COc1ccc(Cl)c2sc(NC(=O)c3ccc(S(=O)(=O)N4CCOCC4)cc3)nc12	8%
Cc1cccc(NC(=O)CCCn2nc(C)c3c(C)n(-c4ccccc4)nc3c2=O)c1C	4%
Cc1ccc(S(=O)(=O)N(C)C)cc1NC(=O)COc1ccc(-c2nnco2)cc1	0%
COc1ccc2nc(N3CCN(C(=O)c4ccco4)CC3)sc2c1	4%
CCCOC(=O)c1cccc(Nc2nc(CCC)cc(=O)[nH]2)c1	3%
CSc1ccccc1C(=O)NCC(c1ccco1)N(C)C (configuration not stated)	5%
CC1=C(C(=O)NCc2cccc(F)c2)C2(CCCCC2)OC1=O	-7%
COc1cc(OC)c(NC(=O)c2cc3c(=O)oc4ccc(C)cc4c3s2)cc1Cl	1%
CCOC(=O)N1CCC(NC(=O)c2cc3ccccn3n2)CC1	2%
CC(CNC(=O)CCC(=O)N1CCOc2ccc(Cl)cc21)c1ccccc1 (configuration not stated)	-6%
Cc1ccc(-c2nc3ccc(Cl)cn3c2Nc2ccc3c(c2)OCCO3)s1	-5%
CSc1cccc(NC(=O)C2(S(=O)(=O)c3ccc(C)cc3)CC2)c1	6%
O=C(NCCc1cn2ccccc2n1)c1ccc(Br)o1	-1%
O=C(CN1CCN(c2ccc(O)cc2)CC1)Nc1ccc(-c2ccccc2)cc1	-6%
O=C(Cn1nc2c(cc1=O)CCCC2)Nc1ccccc1C(F)(F)F	0%
CC(Sc1nc2ncc(Cl)cc2[nH]1)C(=O)Nc1ccccc1[N+](=O)[O-] (configuration not stated)	-1%
Cc1ccc(C(=O)n2nc(C)c(S(=O)(=O)N3CCCCCC3)c2C)cc1	6%
O=C(NCCCn1ccnc1)c1ccc(-c2ccccc2)cc1	14%
O=C(Cn1nc(-c2ccccc2)nc(Cc2ccccc2)c1=O)Nc1ccccc1	-4%
CC(C)(C)OC(=O)N1CCC(c2c(C(=O)N3CCN(c4ccccn4)CC3)cnn2-c2ccccc2Cl)CC1	-11%
O=C1NC2(CCCC2)C(=O)N1Cc1cc(=O)n2ccsc2n1	-46%[inhibitor]
Cc1ccc(NC(=O)c2sc3nc4c(cc3c2N)CN(Cc2ccccc2)CC4)cc1	0%
CCOC(=O)c1cc(-c2ccccc2)nc2ccc(C)cc12	1%
CC(Oc1ccccc1)C(=O)N1CCN=C1SCc1ccc(F)cc1 (configuration not stated)	5%
O=C(CCNS(=O)(=O)c1cccc2nonc12)Nc1ccc(F)cc1	5%
CCc1ccccc1NC1=CC(=O)CC(C)(C)C1	2%
CCOC(=O)c1cc(-c2ccc(C)cc2)n(CC(=O)Nc2ccc(OC)cc2OC)c1C	8%
COc1cc(/C=C(\C#N)c2ccccn2)ccc1OCc1ccccc1	-3%
Cc1ccc(-c2nnn(CC(=O)N(CC(=O)NC3CCCC3)c3ccc(F)cc3)n2)o1	3%
COC(=O)c1ccccc1S(=O)(=O)N1CCC(C(=O)NCc2ccccn2)CC1	-7%
CCCOc1c(Cl)cc(C(=O)N(Cc2cccc(OC)c2)C2CCS(=O)(=O)C2)cc1Cl (configuration not stated)	11%
COc1ccc(C2C(C(=O)Nc3ccccc3)=C(C)Nc3c(C(=O)Nc4ccccc4)cnn32)cc1 (configuration not stated)	-3%
CCCCc1ccc(NC(=O)C(=O)NCCN2CCN(C(=O)c3ccc([N+](=O)[O-])cc3)CC2)cc1	2%
O=C(NN=Cc1ccc2c(c1)CCC2)c1ccccc1[N+](=O)[O-]	3%
CC(CCc1ccccc1)NC(=O)c1ccccc1C(=O)O (configuration not stated)	9%
Cc1ccc(S(=O)(=O)c2nnn3c2nc(N2CCC(C)CC2)c2cc(Cl)ccc23)cc1C	2%
COC(=O)C1=C(C)NC(=O)NC1c1ccc(-c2ccccc2Cl)o1 (configuration not stated)	-11%
COC(=O)c1cc2oc3ccccc3c2n1CC(=O)Nc1ccc(N(C)C)cc1	-6%

Some of the entries above, reformatted:
CC(CCc1ccccc1)NC(=O)c1ccccc1C(=O)O (configuration not stated)
  aSyn tox rescue: 9%
Cc1ccc(S(=O)(=O)c2nnn3c2nc(N2CCC(C)CC2)c2cc(Cl)ccc23)cc1C
  aSyn tox rescue: 2%

The results go on:
smiles	aSyn tox rescue
COc1cc(C(=O)Nc2cc(C)c(O)c(-c3nc4ccccc4s3)c2)cc(OC)c1OC	-13%
O=C(Nc1ccccc1F)c1nc[nH]c1C(=O)NCc1ccccc1	9%
Cc1cc(Nc2cccc(Cl)c2)nc2ccc(NC(=O)c3cccnc3)cc12	-7%
CCC(C)NC(=O)/C=C/c1cccs1 (configuration not stated)	5%
COc1cc(NC(=O)CSc2nc3ncnc(N)c3[nH]2)c(C(=O)O)cc1OC	-2%
COc1ccccc1-c1nnc(C2CCN(C(=O)c3cccc(C)c3)CC2)o1	2%
CCN1CCN(c2csc3ccc(Cl)cc3c2=O)CC1	-62%[inhibitor]
Cc1ccc(C(=O)NNC(=O)C2CCN(S(=O)(=O)c3ccc(C)cc3)CC2)cc1	-3%
COCC(=O)N1CCC(Oc2ccc(C(=O)NCc3cnc(C)cn3)cc2)CC1	2%
CCOC(=O)N1CCN(C(=O)c2ccc3c(c2)N(Cc2ccccc2F)C(=O)c2ccccc2S3(=O)=O)CC1	-3%
CCCCNC(=O)CSc1nc2cc3c(cc2c(=O)n1Cc1ccc(C(=O)NCCc2ccc(OC)c(OC)c2)cc1)OCO3	2%
CC(c1ccccc1)N1CC(C(=O)N2CCN(Cc3ccc(C#N)cc3)CC2)CC1=O (configuration not stated)	-1%
COCC1CCN(Cc2cn[nH]c2-c2cc(OC)c(OC)c(OC)c2)CC1	11%
Cc1ccc(C(C)C)c(OCC(=O)NNC(=O)C2CSC3(C)CCC(=O)N23)c1 (configuration not stated)	10%
CC(NC(=O)C1CCN(S(=O)(=O)c2ccc(F)cc2)CC1)c1ccccc1 (configuration not stated)	-10%
Cc1ccc(-c2nnc(Nc3ccc(Br)cc3)c3ccccc23)cc1S(=O)(=O)N1CCOCC1	-7%
O=C(COCc1cc(-c2ccc(F)cc2)on1)Nc1cccc(Cl)c1Cl	2%
Cc1ccc(-c2noc(-c3ccccc3NC(=O)C3CC(=O)N(c4ccc(C)cc4)C3)n2)cc1 (configuration not stated)	-7%
CCN(CC)CCNC(=O)CN1N=C(c2ccc(OC)cc2)CCC1=O	4%
COc1cccc(NC(=O)CSc2nnc(-c3cccc(OC)c3)o2)c1	-10%
O=C(COc1ccc(Cl)cc1)Nc1nnc(S(=O)(=O)N2CCc3ccccc32)s1	2%
CCOc1ccc(OCC)c(NC(=O)CCC(=O)N2CCOc3ccccc32)c1	-3%
N#CCCN(CCN1CCCC1)S(=O)(=O)c1ccc(-c2ccc([N+](=O)[O-])cc2)cc1	0%
Cc1noc(C)c1CSCC(=O)Nc1nc2ccc(F)cc2s1	0%
COc1ccc2c(/C=N/NS(=O)(=O)c3ccc(C)cc3)c[nH]c2c1	9%
O=[N+]([O-])c1ccc(-c2nn(-c3ccccc3)cc2/C=N/n2c(-c3ccncc3)n[nH]c2=S)cc1	-8%
O=C(CSc1nnnn1C1CCCC1)NCCc1ccccc1	-1%
COc1ccc(CNC(=O)CC23CC4CC(CC(C4)C2)C3)cc1	6%
CS(=O)(=O)c1ccc2nnn(OCC(=O)Nc3cccc(C#N)c3)c2c1	-3%
CN(c1ccccc1N(C)S(=O)(=O)c1ccccc1)S(=O)(=O)c1ccccc1	-3%

Given as labelled records: four of the compounds above
CSc1cccc(NC(=O)C2CC(=O)N(c3ccc4c(c3)OCCO4)C2)c1 (configuration not stated)
  aSyn tox rescue: -13%

COc1cc(/C=C(\C#N)c2ccccn2)ccc1OCc1ccccc1
  aSyn tox rescue: -3%

CC(C)CN(CC(C)C)c1nc(-c2ccc(Cl)cc2)nc2ccccc12
  aSyn tox rescue: 4%

CC1=C(C(=O)NCc2cccc(F)c2)C2(CCCCC2)OC1=O
  aSyn tox rescue: -7%

Further structures.
smiles	aSyn tox rescue
Cc1[nH]n(-c2ccccc2)c(=O)c1C(c1cc(Cl)ccc1O)c1c(C)[nH]n(-c2ccccc2)c1=O	-7%
COc1cc(NC(=O)CCc2c(C)noc2C)c(C(=O)O)cc1OC	-4%
COc1ccc(OS(=O)(=O)c2c(C)noc2C)cc1	2%
C=CCNC(=O)N1c2ccccc2Sc2ccccc21	-3%
O=C(CCn1c(=O)c2sccc2n(Cc2ccccc2F)c1=O)NCc1ccc2c(c1)OCO2	3%
Cc1ccc(C)c(NC(=O)C(C)n2c(=O)cc(C(F)(F)F)c3c(C)nn(C)c32)c1 (configuration not stated)	-10%
COc1ccc(/C=C/C(=O)NCC(=O)N/N=C/c2cccnc2)cc1	-5%
c1ccc(-c2nn3c(-c4ccccc4)nnc3o2)cc1	-8%
COc1ccc(/C=C(/NC(=O)c2ccccc2)C(=O)N2CCCC2)cc1	-2%
CCCCN(C(=O)COc1ccc(F)cc1)c1c(N)n(CC(C)C)c(=O)[nH]c1=O	-3%
Cc1ccc(C(=O)N2CCC(N3CCN(Cc4ccc(F)cc4)C(=O)C3=O)CC2)cc1	8%
Cc1c(C)n(CCc2c[nH]c3ccccc23)ccc1=O	8%
Cc1oc2ccc(O)c(CN3CCOCC3)c2c1C(=O)Nc1cccc(Cl)c1C	1%
COc1ccc(CNC(=O)c2ccc3nc(CCc4ccccc4)oc3c2)c(OC)c1	3%
COc1ccc(NC(=O)c2sc3nc4c(cc3c2N)CCCCCC4)cc1Cl	8%
CCN(CC(=O)Nc1ccc(OC)cc1)C(=O)C1CC(=O)N(Cc2ccccc2)C1 (configuration not stated)	4%
C[C@H]1CN([C@@H](C)CO)C(=O)c2cc(C#CC3(O)CCCC3)cnc2O[C@H]1CN(C)C(=O)C1CC1	-2%
COc1cccc(-n2c(=O)c3sc4ccccc4c3n(Cc3c(F)cccc3Cl)c2=O)c1	-4%
O=C(C[C@H]1C[C@@H]2c3cc(NS(=O)(=O)c4ccccc4)ccc3O[C@@H]2[C@H](CO)O1)NC1CCCC1	-3%
C/C(=N\S(=O)(=O)c1ccc(C)cc1)N(C)C	-2%
CCN(CC(=O)Nc1ccc(OC)cc1)CC(=O)Nc1cccc(S(=O)(=O)N2CCOCC2)c1	-2%
CCOC(=O)N1CCC2(CC1)OC(=O)C(C)=C2C(=O)NCc1ccccc1OC	6%
O=c1nc2sc3ccccc3n2c(=O)n1-c1ccc(Cl)c(Cl)c1	-12%
CCCOc1ccc(CNC(=O)c2ccc3c(c2)N(Cc2ccccc2)CCS3)cc1	-14%
COc1cccc(-n2cc(C(=O)Oc3ccc(F)cc3)c3ccccc3c2=O)c1	7%
COc1ccccc1CCNC(=O)CSCC(=O)Nc1ccccc1F	-4%
Cc1ccc(S(=O)(=O)Nc2cccc(Oc3cnccn3)c2)cc1	10%
CCc1ccccc1N(C)C(=O)Cc1c(C(=O)O)c(C)cn1C	2%
CNC(=O)c1ncoc1-c1ccc(Cl)cc1	-43%[inhibitor]

Source: PubChem BioAssay (National Center for Advancing Translational Sciences (NCATS))
